Screens (PubChem)
Myeloid diff MLP: myeloid differentiation induction | 360,000 tested, 1% active | ER-HoxA9 myeloid progenitors, lysozyme-GFP differentiation, flow cytometry | calls only at 10 µM | AID 624256;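 active = normalized GFP-positive differentiation at or above the plate's own cutoff, the solvent-only control mean plus 3 SD; inconclusive = no clear call, values can overlap the other calls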;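 also: cells exposed to compound for four days before flow analysis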
MgcRacGAP inhibition: MgcRacGAP GTPase-activating activity inhibitors, confirmation, biochemical, ADP Hunter fluorescence; MgcRacGAP-stimulated Rac1 GTP hydrolysis, ADP Hunter fluorescence; higher % means a stronger effect; GST-tagged Rac1 F28L mutant substrate; 340,000 tested, 0.6% active; one-dose inhibition, % at 30 µM; IC50 in µM for titrated hits;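 active = first-screen hits whose inhibition reached a set limit at any dose in the follow-up dose series; inconclusive = inhibition above the set first-screen limit but never retested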;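 also: fluorescence reports GDP produced by GAP-driven GTP hydrolysis; strong numbers were not always called active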
LYP inhibition: PTPN22 lymphoid phosphatase activity blockers – biochemical, fluorescence intensity, uHTS (AID 1779); one-dose inhibition, % at 11.5 µM; IC50 in µM for titrated hits; 290,000 tested, 0.054% active; recombinant LYP phosphatase, fluorescence intensity; higher % means a stronger effect; in the data active = inhibition above about 50%;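 also: plate controls were vehicle with enzyme for no effect and no enzyme for full effect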
GPR35 arrestin U2OS: inhibition of zaprinast-stimulated GPR35 beta-arrestin translocation – imaging, U2OS, beta-arrestin-GFP, zaprinast agonist, primary screen (AID 2058). U2OS GPR35 beta-arrestin-GFP translocation imaging, zaprinast antagonism; higher % means a stronger effect. one-dose inhibition, % at 10 µM; IC50 in µM for titrated hits. 290,000 tested, 0.052% active;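 active = inhibition of at least 50% with at least 30 cells and total cytoplasm GFP at most 10,000,000; inconclusive = under 30 cells or total GFP of 10,000,000 plus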
Salmonella PhoP GFP: inhibitors of PhoP regulon expression, primary screen, Salmonella Typhimurium, GFP reporter (AID 1863); S. Typhimurium PhoP-regulated promoter GFP reporter, 4 h; higher % means a stronger effect; inhibition, % at 50 µM, or IC50 in µM where a hit was titrated; 300,000 tested, 0.16% active;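 active = inhibition over 29.93%, a cutoff 3 SD above the screen mean, later confirmed by dose response; inconclusive = inhibition over 29.93% but no dose response follow-up; inactive = inhibition at most 29.93% or unconfirmed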;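 also: 0% = low Mg2+ inducing control and 100% = high Mg2+ repressing control; strong numbers were not always called active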
NTR1 ag: NTR1-driven beta-arrestin-GFP spot formation – imaging, U2OS cells, high content, primary screen (AID 493036). P30989. agonist mode. activation, % at 20 µM. 330,000 tested, 0.17% active;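 active = activation at or above 40% of the spot to cytoplasm intensity ratio, with at least 20 cells analyzed; inconclusive = wells under 20 cells, flagged as cytotoxic or low count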;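 also: 0% = DMSO without peptide and 100% = 100 nM NTR1 peptide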
Target sequence (P30989 whole entry, looked up): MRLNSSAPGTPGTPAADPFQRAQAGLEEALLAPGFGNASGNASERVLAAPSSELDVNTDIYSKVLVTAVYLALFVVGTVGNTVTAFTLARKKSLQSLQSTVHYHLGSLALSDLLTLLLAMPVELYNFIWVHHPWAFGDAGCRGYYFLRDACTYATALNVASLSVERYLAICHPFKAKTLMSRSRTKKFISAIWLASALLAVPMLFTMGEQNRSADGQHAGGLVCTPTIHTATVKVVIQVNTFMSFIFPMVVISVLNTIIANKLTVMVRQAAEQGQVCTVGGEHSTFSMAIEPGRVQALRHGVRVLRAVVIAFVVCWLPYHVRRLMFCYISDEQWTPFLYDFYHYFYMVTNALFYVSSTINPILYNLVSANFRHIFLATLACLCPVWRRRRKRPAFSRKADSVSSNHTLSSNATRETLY
HIV peptide binding: cell-free HIV fusion peptide-binding blockers – biochemical, uHTS, fluorescence dequenching, primary screen (AID 1986); cell-free peptide binding, fluorescence dequenching, 30 min; higher % means a stronger effect; inhibition, % at 20 µM, or IC50 in µM where a hit was titrated; 290,000 tested, 0.3% active; in the data active = inhibition mostly above about 52%, no sharp cut-off; inactive = mostly below about 76%; also: some results filed as inactive read as strong as hits
Siah-1 displacement: Siah-1 peptide-binding antagonists, primary screen, biochemical, fluorescence polarization, rhodamine-plectin, uHTS (AID 1817); Siah-1 / rhodamine-plectin peptide fluorescence polarization; higher % means a stronger effect; displacement, % at 20 µM; hits with a dose series show IC50 in µM; 290,000 tested, 0.02% active;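 active = displacement of at least 50% at 20 µM, with a fluorescence ratio check between 0.3 and a set limit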;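 also: plate controls were Siah plus tracer with DMSO for no effect and tracer alone without Siah for full effect; strong numbers were not always called active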
GPR55 LPI antagonism: GPR55 antagonists blocking LPI-driven arrestin recruitment, primary screen, imaging, U2OS, beta-arrestin-GFP, LPI agonist (AID 2013); U2OS GPR55 beta-arrestin-GFP translocation imaging, LPI antagonism; higher % means a stronger effect; one-dose inhibition, % at 10 µM; IC50 in µM for titrated hits; 290,000 tested, 0.13% active;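 active = spots per cell inhibited over 60%, with over 100 cells counted and total cytoplasm intensity under 500,000; inconclusive = wells with under 100 cells, flagged as likely toxic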;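 also: U2OS cells stably carrying GPR55 and arrestin-GFP stimulated by 5 µM LPI near EC80; imaged beta-arrestin-GFP aggregate spots per cell after agonist stimulation; plate controls were LPI-stimulated DMSO wells for no effect and DMSO wells without LPI for full effect; some results filed as inactive read as strong as hits; confirmed hits need IC50 under 10 µM and bright autofluorescent wells are also inconclusive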
NTR1 ag cell count 20 µM: second read-out of NTR1 ag, no call of its own (marks repeat the call); cell count; measured here: cell count, cytotoxicity flag
Myeloid diff MLP GFP+ MAC1+ %: second read-out of Myeloid diff MLP, no call of its own (marks repeat the call); GFP+ MAC1+ double positive, %; measured here: differentiation confirmed by MAC1 staining
Active calls of the source: *; i = inactive; ? = inconclusive; . = no result given; + = active, no number.

SMILES	Myeloid diff MLP	Myeloid diff MLP GFP+ MAC1+ %	MgcRacGAP inhibition	LYP inhibition	GPR35 arrestin U2OS	Salmonella PhoP GFP	NTR1 ag	NTR1 ag cell count 20 µM	HIV peptide binding	Siah-1 displacement	GPR55 LPI antagonism
O=C(N/N=C/c1ccco1)c1ccccc1OCc1ccccc1Cl	i	0.4	-8%	7%	-1%	0%	0.6	117	58%	-4%	3%
CCC(=O)N1CCc2cc(S(=O)(=O)NC(Cc3ccccc3)C(=O)NC3CCCCC3)ccc21 (configuration not stated)	i	0.8	7%	-10%	9%	7%	.	.	0.7%	-1%	7%
CC/C(=C1/C(=O)CC(C)(C)C(C(=O)OC)C1=O)N1CCCC1 (configuration not stated)	i	4.0	3%	-7%	-10%	-1%	0.6	44	0.0%	0%	7%
CC[n+]1c(S(=O)(=O)[O-])ccc2ccc(C)cc21	i	1.1	10%	-2%	-1%	-1%	1.0	57	1.0%	4%	3%
O=C(NCc1ccco1)c1ccc2nccnc2c1	i	1.5	13%	-7%	0%	4%	-0.2	49	-0.8%	5%	4%
CCOc1cccc(N(C(=O)Cc2cccs2)C(C(=O)NC2CCCCC2)c2cccn2C)c1 (configuration not stated)	i	1.7	2%	6%	9%	-5%	-0.8	59	4.3%	1%	3%
Cc1cccc(C(=O)O)c1NC(=O)Cc1cccc2ccccc12	i	1.3	3%	-4%	12%	-3%	0.9	61	3.6%	6%	9%
COc1ccc(OC)c2[nH]c(=O)c(CCNS(=O)(=O)c3ccc(F)cc3)cc12	i	0.9	-4%	-1%	1%	3%	1.7	50	-0.7%	4%	7%
CCNC(=O)Cc1ccc(Br)cc1	i	1.7	9%	-6%	-2%	9%	-0.4	56	-0.6%	-6%	0%
CC(=NC(C)C)C1=C(O)C(C)OC1=O (configuration not stated)	i	0.5	-6%	-8%	-7%	2%	-0.8	39	2.2%	-6%	3%
COc1ccc(CCNC(=O)C2CC(c3ccccc3F)=NO2)cc1 (configuration not stated)	i	1.6	10%	-9%	-9%	2%	-2.1	89	-1.7%	8%	5%
CC(C)(C)c1ccc(Oc2ccc(NC(=O)c3ccco3)cn2)cc1	+	0.6*	-6%	3%	26%	-10%	3.6	57	0.6%	-1%	3%

Full records, looked up by structure.
CC/C(=C1/C(=O)CC(C)(C)C(C(=O)OC)C1=O)N1CCCC1 (configuration not stated) is listed as Myeloid diff MLP = i; Myeloid diff MLP GFP+ MAC1+ % = 4.0; MgcRacGAP inhibition = 3%; LYP inhibition = -7%; GPR35 arrestin U2OS = -10%; Salmonella PhoP GFP = -1%; NTR1 ag = 0.6; NTR1 ag cell count 20 µM = 44; HIV peptide binding = 0.0%; Siah-1 displacement = 0%; GPR55 LPI antagonism = 7%
CC(C)(C)c1ccc(Oc2ccc(NC(=O)c3ccco3)cn2)cc1 is listed as Myeloid diff MLP = +; Myeloid diff MLP GFP+ MAC1+ % = 0.6*; MgcRacGAP inhibition = -6%; LYP inhibition = 3%; GPR35 arrestin U2OS = 26%; Salmonella PhoP GFP = -10%; NTR1 ag = 3.6; NTR1 ag cell count 20 µM = 57; HIV peptide binding = 0.6%; Siah-1 displacement = -1%; GPR55 LPI antagonism = 3%

(cont.)
SMILES	Myeloid diff MLP	Myeloid diff MLP GFP+ MAC1+ %	MgcRacGAP inhibition	LYP inhibition	GPR35 arrestin U2OS	Salmonella PhoP GFP	NTR1 ag	NTR1 ag cell count 20 µM	HIV peptide binding	Siah-1 displacement	GPR55 LPI antagonism
OCC1(CCc2ccccc2)CCCN(C/C=C/c2ccccc2)C1 (configuration not stated)	i	0.6	13%	-9%	0%	8%	2.1	42	1.5%	-5%	17%
COC(=O)Nc1ccc2c(c1)N(C(=O)CCN1CCOCC1)c1ccccc1S2	i	6.8	4%	-7%	18%	2%	0.3	58	-2.8%	-2%	5%
Cc1ccc2c(=O)cc(C(=O)NC3CCS(=O)(=O)C3)oc2c1C (configuration not stated)	i	1.7	9%	-11%	-2%	-12%	-0.8	62	1.0%	9%	2%
C/C(CC(=O)Nc1ccc2c(c1)OCCO2)=N\NC(=O)c1cccc(O)c1	i	1.3	-17%	-8%	-3%	-2%	5.3	48	1.5%	1%	-3%
S=c1[nH]nc(-c2ccccn2)n1/N=C/c1c(Cl)cccc1Cl	i	0.5	21%	-2%	26%	0%	-0.8	62	-4.5%	-3%	9%
O=C(Nc1cccc([N+](=O)[O-])c1)NC1CCCCCCC1	i	2.9	4%	-9%	-10%	2%	2.6	61	0.5%	4%	2%
O=C(NC(=S)Nc1c(Cl)ccc2nsnc12)c1ccccc1F	?	.	-5%	-8%	-5%	-2%	0.3	50	-1.3%	0%	5%
CCOC(=O)c1cccc(NC(=O)Cn2c(CC(=O)NC)nc3ccccc32)c1	i	2.9	2%	-2%	-1%	1%	-0.1	90	-4.3%	3%	2%
COc1ccc(C2=NN(CN3C(=O)C(=O)c4ccccc43)C(c3cccc([N+](=O)[O-])c3)C2)cc1 (configuration not stated)	i	0.4	4%	3%	-8%	1%	1.0	41	-0.8%	13%	7%
CC1=CC(c2ccc(Cl)cc2)n2nc(N3C(=O)CCC3=O)nc2N1 (configuration not stated)	i	1.4	9%	-6%	10%	-3%	0.0	68	0.8%	3%	5%
CCC(CC)NC(=O)c1ccc(Cl)cc1	i	0.4	2%	-5%	2%	2%	0.5	33	-0.9%	4%	1%
Cc1ccccc1P(=O)(CO)c1ccccc1C	i	1.0	8%	-7%	11%	0%	0.5	34	-1.6%	4%	8%
N#CCn1c(CN2CCCC2)nc2ccccc2c1=O	i	3.6	-2%	-12%	8%	10%	3.2	58	0.0%	6%	2%
CCOC(=O)c1cc(-c2ccc(OC)cc2)n(CCC(=O)NCCN2CCC(C)CC2)c1C	i	0.4	9%	-4%	-7%	7%	0.7	56	-2.3%	19%	23%
O=C(CN1C(=O)CSc2ccccc21)NCCC1=CCCCC1	i	5.9	4%	-4%	7%	-3%	1.0	47	1.9%	2%	29%
Cc1ccc(S(=O)(=O)CCC(=O)OCc2ccc(Cl)c(Cl)c2)cc1	i	1.2	3%	0%	-2%	6%	2.1	75	2.3%	1%	14%
O=c1[nH]c(CN2CCN(c3ccccc3Cl)CC2)nc2ccsc12	i	0.3	8%	-6%	8%	1%	-1.6	53	-0.5%	2%	34%
COCCCNC(=O)/C=C/c1c(Cl)cccc1Cl	i	0.4	9%	-6%	7%	-7%	0.3	38	0.6%	1%	18%
COc1ccc(C=C2c3ccccc3C(=O)c3ccccc32)c(OC)c1	.	.	12%	2%	-11%	-14%	2.3	34	-0.8%	13%	-20%
COc1ccc(N2CCN(c3oc(Cc4cccc5ccccc45)nc3C#N)CC2)cc1	i	9.8	0%	-4%	-9%	5%	3.1	61	-2.8%	-3%	1%
Cc1ccc(NS(=O)(=O)c2ccc(-n3cccn3)cc2)cc1C	i	1.9	-42%	-7%	0%	-8%	1.1	63	0.9%	14%	3%
CCOC(=O)c1oc2ccccc2c1NC(=O)CN1CCN(C)CC1	i	0.9	7%	-6%	16%	-7%	-1.6	43	0.6%	3%	1%
O=C1C2C3CCC(C3)C2C(=O)N1c1ccc(OS(=O)(=O)c2ccccc2)cc1 (configuration not stated)	i	0.0	0%	-3%	-4%	-1%	3.2	57	-2.0%	5%	11%
O=C(COc1ncnc2ccccc12)Nc1ccccc1[N+](=O)[O-]	i	0.3	6%	1%	4%	-1%	1.2	65	-1.7%	-9%	8%
O=C(Nc1sc2c(c1CN1CCOCC1)CCC2)c1ccc(F)cc1	i	0.9	7%	6%	1%	0%	0.7	56	13%	6%	-5%
Cc1ccccc1NC(=O)C(C)c1ccc(-c2ccccc2)c(F)c1 (configuration not stated)	.	.	10%	-3%	11%	-4%	6.0	46	-0.9%	-2%	-14%
O=C(Cn1cnc2c(cnn2-c2ccc(F)cc2)c1=O)NCCc1ccccc1	i	2.0	3%	-10%	-6%	1%	1.4	53	2.4%	4%	-3%
CCCN(C(=O)CSc1nnnn1C)C1CCS(=O)(=O)C1 (configuration not stated)	i	0.1	-9%	-2%	-9%	3%	0.4	44	1.0%	4%	10%
Cc1ccc(NC2=C(Cl)C(=O)c3ccccc3C2=O)cc1	i	2.2	6%	-6%	-8%	14%	.	.	1.0%	-1%	9%
CCOc1ccc(NC(=O)CCS(=O)(=O)c2ccc(C)cc2)cc1	i	0.6	-2%	-7%	-1%	-3%	-1.0	49	0.8%	3%	11%
Cc1ccc(C)c2[nH]c(=O)c(C(c3nnnn3C3CCCC3)N3CCOCC3)cc12 (configuration not stated)	i	0.6	4%	-9%	-6%	10%	1.2	79	2.0%	3%	19%
CCn1ncc(Br)c1C(=O)Nc1cc(C)cc(C)c1	i	0.5	-1%	3%	0%	-5%	1.4	57	-0.5%	-7%	5%
O=C(Nc1ccccc1C(F)(F)F)C1CCN(C(=O)Cc2ccccc2)CC1	i	0.2	1%	-10%	-3%	5%	-1.5	60	2.8%	-2%	9%
NNC(=O)c1ccccc1OCc1ccccc1	i	0.8	10%	-7%	8%	-13%	1.4	47	-2.1%	-2%	6%
Cc1ccc2nc(-c3cccnc3)oc2c1	i	1.3	7%	-9%	-10%	-2%	-0.2	90	0.7%	0%	9%
O=C1c2ccc(Br)cc2C(=O)N1c1ccc(Cc2ccncc2)cc1	i	0.2	-1%	1%	-1%	5%	.	.	-0.5%	0%	7%
CCOC(=O)N1CCN(CC(O)COc2ccc3c(c2)CCC3)CC1 (configuration not stated)	i	0.6	-1%	-12%	22%	-8%	-1.2	56	0.9%	10%	8%

Random excerpt: three compounds from above, in no set order.
SMILES	Myeloid diff MLP	Myeloid diff MLP GFP+ MAC1+ %	MgcRacGAP inhibition	LYP inhibition	GPR35 arrestin U2OS	Salmonella PhoP GFP	NTR1 ag	NTR1 ag cell count 20 µM	HIV peptide binding	Siah-1 displacement	GPR55 LPI antagonism
COc1ccc(CCNC(=O)C2CC(c3ccccc3F)=NO2)cc1 (configuration not stated)	i	1.6	10%	-9%	-9%	2%	-2.1	89	-1.7%	8%	5%
CCOC(=O)c1cccc(NC(=O)Cn2c(CC(=O)NC)nc3ccccc32)c1	i	2.9	2%	-2%	-1%	1%	-0.1	90	-4.3%	3%	2%
O=C1C2C3CCC(C3)C2C(=O)N1c1ccc(OS(=O)(=O)c2ccccc2)cc1 (configuration not stated)	i	0.0	0%	-3%	-4%	-1%	3.2	57	-2.0%	5%	11%
